# Vif imaging: inhibitors of HIV Vif | HEK293T cells, Vif self-association by quenched fluorescence, imaging, 24 h | inhibition, % at 7.49 µM | hit rate 0.35% among 340,000 | AID 602346; in the data active means inhibition above about 50%, passing the limit was not always enough; further: some results filed as inactive read as strong as hits
# aDG glyco act: increases alpha dystroglycan glycosylation; Pro5-aDG cells, alpha-DG glycosylation AlphaScreen (IIH6); 0% Pro5, 100% B10-LARGE cell signal; activation, % at 10 µM; hit rate 0.22% among 360,000; AID 624168;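 active means activation of at least 8% versus controls, or a plate z-score of at least 8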;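 further: Pro5 are CHO cells carrying HIG-tagged alpha-DG that lacks glycosylation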
# NOD2-RIPK2 inh: blocks binding of human NOD2 to RIPK2; CHO BLA complementation NOD2-RIPK2, CCF4 ratio; inhibition, % at 4.98 µM; hit rate 0.38% among 360,000; in the data active means inhibition above about 21%;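 further: 0% = vehicle only and 100% = reference blocker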
# Target sequence (O43353 whole entry, looked up): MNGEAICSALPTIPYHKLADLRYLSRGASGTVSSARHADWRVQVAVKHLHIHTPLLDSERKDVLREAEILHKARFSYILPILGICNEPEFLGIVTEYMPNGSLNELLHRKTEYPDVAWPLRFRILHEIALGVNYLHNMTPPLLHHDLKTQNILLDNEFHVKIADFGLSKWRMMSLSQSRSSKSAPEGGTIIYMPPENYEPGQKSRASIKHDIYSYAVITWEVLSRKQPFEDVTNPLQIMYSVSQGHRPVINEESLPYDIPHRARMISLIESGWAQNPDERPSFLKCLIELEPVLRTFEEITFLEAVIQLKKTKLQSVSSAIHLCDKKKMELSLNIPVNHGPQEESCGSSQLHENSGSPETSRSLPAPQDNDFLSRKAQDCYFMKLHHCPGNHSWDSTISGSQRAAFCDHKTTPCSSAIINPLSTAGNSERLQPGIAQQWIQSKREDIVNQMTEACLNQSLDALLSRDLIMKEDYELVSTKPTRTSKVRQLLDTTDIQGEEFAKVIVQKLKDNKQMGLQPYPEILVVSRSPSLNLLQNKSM
# Glyco luc inh: N-linked glycosylation inhibition; D54 ERlucT glycosylation luciferase reporter, 24 h; percent of 100 nM tunicamycin response; reporter increase, % at 12.5 µM; hit rate 0.23% among 360,000; AID 588692;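 active means mean luciferase reporter signal, scaled so untreated is 0 and the glycosylation-blocking control 100, at or above a set limit in every replicate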;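 further: luciferase carries N-glycosylation sites so blocking glycosylation raises the light; 0% = median of neutral control wells and 100% = median of 100 nM tunicamycin wells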
# Granule exo inh: blocks lytic granule exocytosis. TALL-104 LAMP-1 surface exposure, flow cytometry; cells stimulated with thapsigargin and PMA. hit rate 0.66% among 360,000. inhibition, % at 10 µM;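 active means inhibition above about 55%, limit read from the data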
# MC4R barr agon: activates human MC4R beta-arrestin recruitment; activation, % at 8.9 µM; hit rate 0.98% among 360,000; U2OS MC4R beta-arrestin complementation, luminescence; percent of melanotan II response, DMSO zero; P32245;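 active means activation above a per-plate cutoff, the mean activation of sample wells on that plate plus 3 SD, cut at about 8% in these data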
# Target sequence (P32245 whole entry, looked up): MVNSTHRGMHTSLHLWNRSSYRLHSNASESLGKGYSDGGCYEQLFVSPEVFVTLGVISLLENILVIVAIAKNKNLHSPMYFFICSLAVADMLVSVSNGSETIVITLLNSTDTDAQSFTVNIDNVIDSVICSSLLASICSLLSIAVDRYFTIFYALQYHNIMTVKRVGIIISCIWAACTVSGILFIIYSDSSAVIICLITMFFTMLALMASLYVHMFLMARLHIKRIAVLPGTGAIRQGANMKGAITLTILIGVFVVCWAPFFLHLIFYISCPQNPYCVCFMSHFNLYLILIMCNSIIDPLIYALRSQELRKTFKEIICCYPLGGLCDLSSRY
# MC4R antagonist: antagonists of human melanocortin 4 receptor (MC4R); P32245; MC4R-expressing cells, MTII-stimulated cAMP, LANCE TR-FRET; inhibition, % at 6.5 µM; hit rate 0.48% among 360,000; AID 540295;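 active means inhibition above its plate's cutoff, the mean of tested wells on that plate plus 3 SD, cut at about 29% in these data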;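 further: 0% = Melanotan II alone and 100% = Melanotan II plus saturating MCL0020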
#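 Assay system: U2OS cells stably expressing human melanocortin 4 receptor (MC4R) / Dosing: 6.5 µM / Timing: compound 30 min, challenge 1 h, detection 1 h / Measured by: Eu-cAMP/anti-cAMP TR-FRET, emission 671 nm / Replicates: singlicate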
# TLR9-MyD88 block: blocks human TLR9 binding to MyD88; Q9NR96+Q99836; CHO BLA complementation TLR9-MyD88, CCF4 FRET ratio; inhibition, % at 4.98 µM; hit rate 0.21% among 340,000;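 active means inhibition above the mean over all tested compounds plus 3 SD, cut at about 21% in these data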;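 further: 0% = DMSO only wells and 100% = clavulanate BLA inhibitor control wells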
# ABHD5-PLIN5 inh: ABHD5-PLIN5 protein interaction inhibition | Q00G26+Q8WTS1 | Split G. princeps luciferase complementation, luminescence, 4 h | inhibition, % at 4 µM | hit rate 0.78% among 360,000 | AID 602281;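 active means inhibition above the mean inhibition across every tested compound plus 3 SD, cut at about 22% in these data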;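 further: 0% = DMSO only wells and the 100% control is not disclosed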
# ABCB6 inh 2: human ABCB6 transporter inhibition | Q9NP58 | K562-ABCB6 porphyrin accumulation, flow cytometry, 1 h; hits give low values | fluorescence ratio to DMSO, % at 10 µM | hit rate 0.19% among 360,000;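 active means fluorescence ratio to DMSO below 75%, the collection mean minus 3 SD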;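 further: signal is porphyrin accumulated inside mitochondria; 100% equals median channel fluorescence of DMSO control wells; lower ratio means ABCB6 inhibition with less porphyrin fluorescence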
# An asterisk follows results filed as active; x = no result given. Some of the compounds tested (hit frequency here may not be typical).
# Start of the listing, in advance, 10 compounds:
Structure	ABHD5-PLIN5 inh	MC4R antagonist	Granule exo inh	TLR9-MyD88 block	MC4R barr agon	NOD2-RIPK2 inh	Vif imaging	ABCB6 inh 2	Glyco luc inh	aDG glyco act
Cc1ccnc(NC(=O)CCCc2ccccc2)c1	-10	6	1	-3	-2.2	-1	29	95	2	-0.3
CN(C)CCC(=O)C(Cc1ccccc1)c1ccccc1 (configuration not stated)	29*	17	97*	3	1.1	35*	2	99	-8	0.1
COc1ccc(-c2noc(CCC(=O)NCCc3ccccc3)n2)cc1OC	-1	9	3	-7	-0.3	-7	0	98	1	0.0
C#CC(CC)(CC)NC(=O)Nc1ccccc1C(=O)OC	-1	9	0	5	0.0	-8	-3	104	2	-0.1
CN1CC(O)(C(O)C(O)C(O)CO)SC1=S (configuration not stated)	-11	-2	1	-5	0.4	-10	-4	99	0	0.1
Cc1ccc(/C=C2\SC(=S)N(CCCC(=O)Nc3cc(C)on3)C2=O)cc1	2	4	4	-2	-3.3	6	-1	98	-3	0.1
COc1ccc(Cl)cc1NC(=O)Cn1nnc(C(=O)NCc2ccc3c(c2)OCO3)c1N	-1	4	5	6	8.6*	-3	-3	94	-5	-0.4
Nc1ccc(C(=O)N2CCN(S(=O)(=O)/C=C/c3ccccc3)CC2)cc1[N+](=O)[O-]	-1	-2	-12	0	-1.7	4	-4	103	-3	0.0
Cc1cc(=O)cc(C)n1-c1ccccc1N1CCOCC1	10	5	-2	1	-1.2	5	-3	102	2	-0.1
O=S(=O)(c1ccc2nc(N3CCN(c4ccccc4F)CC3)ccc2c1)N1CCCCC1	-9	6	-2	3	0.2	1	1	95	0	0.2

# Results, from the start:
Structure	ABHD5-PLIN5 inh	MC4R antagonist	Granule exo inh	TLR9-MyD88 block	MC4R barr agon	NOD2-RIPK2 inh	Vif imaging	ABCB6 inh 2	Glyco luc inh	aDG glyco act
Cc1ccnc(NC(=O)CCCc2ccccc2)c1	-10	6	1	-3	-2.2	-1	29	95	2	-0.3
CN(C)CCC(=O)C(Cc1ccccc1)c1ccccc1 (configuration not stated)	29*	17	97*	3	1.1	35*	2	99	-8	0.1
COc1ccc(-c2noc(CCC(=O)NCCc3ccccc3)n2)cc1OC	-1	9	3	-7	-0.3	-7	0	98	1	0.0
C#CC(CC)(CC)NC(=O)Nc1ccccc1C(=O)OC	-1	9	0	5	0.0	-8	-3	104	2	-0.1
CN1CC(O)(C(O)C(O)C(O)CO)SC1=S (configuration not stated)	-11	-2	1	-5	0.4	-10	-4	99	0	0.1
Cc1ccc(/C=C2\SC(=S)N(CCCC(=O)Nc3cc(C)on3)C2=O)cc1	2	4	4	-2	-3.3	6	-1	98	-3	0.1
COc1ccc(Cl)cc1NC(=O)Cn1nnc(C(=O)NCc2ccc3c(c2)OCO3)c1N	-1	4	5	6	8.6*	-3	-3	94	-5	-0.4
Nc1ccc(C(=O)N2CCN(S(=O)(=O)/C=C/c3ccccc3)CC2)cc1[N+](=O)[O-]	-1	-2	-12	0	-1.7	4	-4	103	-3	0.0
Cc1cc(=O)cc(C)n1-c1ccccc1N1CCOCC1	10	5	-2	1	-1.2	5	-3	102	2	-0.1
O=S(=O)(c1ccc2nc(N3CCN(c4ccccc4F)CC3)ccc2c1)N1CCCCC1	-9	6	-2	3	0.2	1	1	95	0	0.2
N#Cc1c(C(F)(F)F)cc(C2CC2)nc1N1CCCC1	1	7	-2	-2	1.4	-8	4	101	1	0.4
O=C1COc2ccc(C(=O)C[n+]3cccc(O)c3)cc2N1	1	-5	-3	-8	-0.3	-1	1	96	-1	-0.1
CCC(C)[C@H](NC(=O)N1c2ccccc2NC(=O)[C@@H]1C(C)C)C(=O)N[C@@H](Cc1ccccc1)C(=O)O (some centres not stated)	5	7	0	1	0.0	4	-6	91	-2	-0.5
O=C(Nc1ccc(C(=O)NCc2ccc(F)cc2)cc1)C1=CSCCO1	6	4	-4	-4	-2.7	6	-9	96	-2	-0.1
O=C(COc1ccc2ccccc2c1Br)N1CCCC1	-5	1	0	-1	-2.1	6	1	97	-3	0.3
COc1cccc(Nc2ccccc2C(=O)O)c1	0	8	-1	5	0.1	-8	-3	90	2	0.0
Cc1ccc(OCC(=O)N(C)CC(=O)Nc2cccc(F)c2)cc1	-1	-3	2	3	-3.0	-10	7	99	3	0.5
CC(=O)Nc1ccc(S(=O)(=O)N(C)CC(=O)OCC(=O)N2CCc3ccccc32)cc1	4	20	0	-6	-0.8	3	23	103	-1	-0.2
CC(=O)c1sc(NC(=O)CCS(=O)(=O)c2ccc(F)cc2)nc1C	7	-2	0	-2	1.2	3	1	102	-11	1.2
COC(=O)NCC(c1cccnc1)N1CCN(c2ccccc2)CC1 (configuration not stated)	12	-2	4	9	-0.6	-16	-4	95	0	0.0
Cn1nc(C(F)(F)F)c(-c2ccc(F)cc2)c1NC(=O)c1cccnc1	-2	-1	2	x	-0.8	2	-5	100	1	0.0
CC1CCCC(C)N1/N=C/c1ccc(O)c(O)c1 (configuration not stated)	0	6	20	-3	-1.4	4	-11	101	-1	-0.1
COC(=O)c1scc(C)c1NC(=O)C1CCCCC1	-4	-2	-2	-2	2.1	-4	-2	100	2	-0.2
COc1cccc(CC2(CO)CCCN(Cc3nc(-c4cccs4)oc3C)C2)c1 (configuration not stated)	0	-2	0	3	-1.0	5	2	103	-3	0.2
CCCC(O)(CCC)C(=O)NN(C(=O)CCl)c1cccc(C)c1	3	12	-2	-9	1.3	-6	2	101	-4	1.3
Cc1cccc(NC(=O)CCC(=O)N/N=C/c2ccco2)c1	7	1	0	-2	-2.0	-4	x	103	0	-0.4
Cc1ccc(C(=O)Nc2ccc(Cl)cc2C(F)(F)F)c(Cl)c1	-5	11	4	5	5.0	-16	4	101	0	-0.4
Cc1cccc(Cl)c1OCCN1CCCC1	3	-1	1	1	-2.1	-5	-3	98	1	0.2
CCOC(=O)c1c[nH]c2c(C)cc(C)cc2c1=O	1	-2	2	-3	-0.3	0	4	87	2	-0.1
CC(C)(C)OC(=O)NCCCCCNC(=O)c1nc[nH]c1C(=O)N1CCN(C(=O)OC(C)(C)C)CC1	-5	5	-5	4	-2.8	-2	-8	99	1	-0.2
CCCCCCCCCC(=O)Nn1cnc2ccccc2c1=O	0	-2	4	1	-0.9	1	x	103	1	-0.4
COc1cccc(C(=O)CC(=O)C(=O)Nc2ccc(C)cc2Cl)c1	-5	-1	-11	4	0.2	5	0	97	0	0.2
O=C(COC(=O)CNS(=O)(=O)c1c(F)cccc1F)NC(=O)NC1CCCCC1	1	11	6	-2	-2.3	2	-2	95	2	-0.1
Cc1nnc(SCc2cccc(CSc3nnc(C)s3)c2)s1	-7	7	-1	0	-1.3	-1	1	86	-3	0.1
CC1CCCCN1C(=O)c1cccc(NC(=O)c2ccccc2)c1 (configuration not stated)	0	0	-1	-6	-2.8	-5	5	98	-1	0.2
CCn1c(CCCOc2ccc(Cl)cc2Cl)nnc1SCC(=O)Nc1cccc(F)c1	2	6	0	-8	9.8*	-4	-10	104	0	-0.2
CCN(CC)S(=O)(=O)c1cccc(-c2n[nH]c(=S)n2/N=C/c2ccc(Br)cc2)c1	-3	5	-1	8	-0.3	10	0	93	3	0.0
CCOc1ccc(C(=O)NCC(=O)OCC(=O)N2CCC(C)CC2)cc1	-1	15	1	5	-2.3	-7	12	94	2	-0.2
CCN(CCO)Cc1cc(=O)oc2c(C)c(C)ccc12	5	-9	2	-2	0.1	-11	-5	98	1	0.1
O=C(CSc1nc2ccccc2s1)Nc1ccc(N2CCOCC2)c(Cl)c1	-2	5	-4	-10	-0.6	-6	-6	98	-2	0.3
Cc1ccc2c(c1)nnn2C1CCN(S(=O)(=O)c2ccc(C(=O)O)cc2)CC1	-5	5	6	11	-2.0	-4	-1	105	2	-0.1
CCOC(=O)c1cc2c(=O)n3ccccc3nc2n(CC2CCCO2)c1=NC(=O)/C=C/c1ccccc1 (configuration not stated)	-2	1	1	-14	-1.6	-16	-6	85	-3	-0.2
CN(CC(=O)Nc1ccc(Cl)cc1)C(=O)C1=COCCO1	0	4	-1	-5	-3.5	2	-3	96	1	0.2
Cc1occc1-c1nnc(SCC(=O)c2ccc(Cl)cc2)n1CC1CCCO1 (configuration not stated)	1	1	0	-5	-1.6	4	2	93	0	0.3
Cc1cccc(C(=O)Nc2ccccc2N2CCN(c3ccc(F)cc3)CC2)c1	-3	9	0	4	0.2	-8	-10	104	-3	0.1
CN1CCN(C(=O)C2=C[C@H](c3ccc(Br)cc3)C[C@H](OCCCCO)O2)CC1	-3	8	-2	-2	-0.5	-5	0	101	1	0.0
Cn1c(=O)c2c(nc(CN3CCCCC3)n2CCCc2ccccc2)n(C)c1=O	3	3	-1	6	0.9	-2	6	105	-1	0.0
O=C1OC(O)c2cccc3cccc1c23 (configuration not stated)	5	7	7	5	-2.6	-11	9	105	0	-0.2
COC(=O)COc1ccc(S(=O)(=O)Nc2ccc3c(c2)OCCO3)cc1Cl	6	21	1	4	1.5	3	-6	96	9	0.0
O=C(/C=C/c1ccc(Cl)cc1)NCc1ccco1	-1	15	0	2	1.5	6	5	100	1	-0.2
CC1CCCCN1C(=O)CSc1nc(-c2ccccc2)cn1N (configuration not stated)	-2	2	4	-5	0.0	-2	2	98	-1	0.1
CC[C@H]1C(=O)[C@@H](Cc2ccccc2)[C@@H]2CCN3C(=O)CCC[C@H]1[C@H]23	13	-1	18	3	-0.5	2	5	99	0	0.2
COc1cccc(S(=O)(=O)N(C)C[C@@H]2OCc3cn(nn3)CCCC(=O)N([C@H](C)CO)C[C@H]2C)c1	4	4	-5	-6	0.2	1	6	101	1	0.0
COc1ccc2nc(C)cc(SCC(=O)N/N=C/c3c(OC)ccc4ccccc34)c2c1	-2	0	2	-2	-1.9	9	7	96	-11	-0.6
CCN1CCC(O)(C#Cc2ccccc2)CC1	1	12	9	-12	-0.7	7	2	100	-2	0.0
O=C(Nc1ccc2nc(-c3cccs3)[nH]c2c1)c1ccco1	3	-3	-1	7	-1.4	-10	x	89	-2	0.1
Cc1ccc(-c2ccc(CCC(=O)O)n2-c2cccc(C(=O)O)c2)cc1	14	4	-2	10	-1.3	-2	3	120	-4	-0.1
COc1cc(OC)cc(C(=O)NC(C)CCc2ccccc2)c1 (configuration not stated)	2	12	4	-5	0.7	1	19	97	-1	0.1

# Screening results (PubChem BioAssay)
